# Bioassay records from PubChem BioAssay.
# PV pol inh: poliovirus RNA polymerase inhibition | P03300 | poliovirus polymerase elongation, fluorescence polarization; hits give low values | % elongation, % (compound at 16.7 µg/mL) | hit rate 0.66% among 150,000; in the data active = % elongation below about 90%; also: some results filed as inactive read as strong as hits
# Target sequence (P03300 1749-2209 limits assumed): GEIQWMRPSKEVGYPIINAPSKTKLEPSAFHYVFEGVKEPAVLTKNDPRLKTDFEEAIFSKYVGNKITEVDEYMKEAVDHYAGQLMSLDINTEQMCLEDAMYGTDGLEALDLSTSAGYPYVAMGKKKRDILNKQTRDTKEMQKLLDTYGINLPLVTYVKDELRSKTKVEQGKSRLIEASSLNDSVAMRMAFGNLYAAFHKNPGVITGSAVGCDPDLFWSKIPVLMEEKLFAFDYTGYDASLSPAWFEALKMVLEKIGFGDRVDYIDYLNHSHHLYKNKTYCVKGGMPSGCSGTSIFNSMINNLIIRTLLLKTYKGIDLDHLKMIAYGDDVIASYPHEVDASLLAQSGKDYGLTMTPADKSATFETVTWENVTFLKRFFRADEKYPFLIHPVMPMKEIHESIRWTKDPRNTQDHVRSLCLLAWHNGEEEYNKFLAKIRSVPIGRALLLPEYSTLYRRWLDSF
# PV pol inh FP z-score: recorded beside PV pol inh, whose call it bears; z-score; measured here: FP z-score; hits read low
# * hit, by the source's call; & = joins results of further samples. A portion of the library. The share of hits here may be higher or lower than overall.
# Values run as follows: PV pol inh	PV pol inh FP z-score
CCOC(=O)CSc1nc(-c2ccc(OC)cc2)cc(C(F)(F)F)c1C#N
  105.0	-0.1
Cc1ccc(Cn2cccc(C(=O)Nc3nc4ccc(C)cc4s3)c2=O)cc1
  100.0	-1
CC(C)c1ccc(NS(=O)(=O)c2ccc3[nH]c(=O)ccc3c2)cc1
  103.0	-0.7
COc1cccc(N=Cc2c[nH]c3ccccc23)c1
  92.0	-1.7
CC1=C(c2ccc(C)cc2)S(=O)(=O)NC1=NCCN1CCOCC1
  102.0	0.1
S=c1cc[nH]c(=S)n1-c1nc(-c2ccccc2)sc1-c1ccccc1
  101.0	-0.1
CCc1cccc(NC(=O)/C=C/c2ccco2)c1
  105.0	1.8
O=C(Nc1ccccc1C(=O)NC1CCCC1)c1cn2ccccc2n1
  100.0	-0.3
CCSc1cnn(-c2ccccc2)c(=O)c1Cl
  99.0	-0.2
COc1ccc(NC(=O)N2CCc3c(sc4c3CCCC4)C2c2ccccc2OC)cc1 (stereo not given)
  111.0	0.8
CCOC(=O)c1ccc(N(C)C)c2c(N(C)C)cccc12
  100.0	-1.1
CN(CC(=O)Nc1ccc(F)c(F)c1F)C(=O)c1cccc(C(F)(F)F)c1
  105.0	0.2
COC(=O)c1cn(-c2ccccc2)nc1-c1cccs1
  101.0	0
O=C(Cn1c(=O)c2sccc2n(Cc2cccc(Cl)c2)c1=O)NCc1ccco1
  102.0	0.2
O=C(Oc1ccc2c(c1)OCO2)c1cccc(S(=O)(=O)N2CCCC2)c1
  102.0	0.1
CCOC(=O)c1c(O)c(Cl)c(C)[nH]c1=O
  105.0	0.3
CNC(=O)NC(=O)C(Sc1nnc2sc3ccccc3n12)c1ccccc1 (stereo not given)
  101.0	-0.1
COc1cccc(C2CC(C(F)(F)F)n3ncc(C(=O)O)c3N2)c1 (stereo not given)
  102.0	0.1
O=C(Nc1cccnc1)c1cn(-c2ccccc2)nc1-c1cccs1
  104.0	0.2
CCOC(=O)C1=C(O)/C(=C\c2ccccc2)N=C1C
  108.0	0.5
Cc1cc(C)c2c(=O)cc(C(=O)Nc3sc4c(c3C(=O)NCc3ccco3)CCCC4)oc2c1
  102.0	-1
Cc1ccccc1CN(Cc1ccco1)C(=O)c1cc2ccccc2oc1=O
  103.0	0.4
COc1cc(OC)c(N(C)C(=O)CSc2c3c(nc4ccc(Cl)cc24)CCCC3)cc1Cl
  105.0	0.1
NC(=O)c1ccc(NC(=O)CSC(=O)c2ccccc2)cc1
  102.0	0
CCCSc1ncc(Cl)c(C(=O)Nc2sc3c(c2C(=O)NCC)CCCC3)n1
  108.0	0.4
Oc1ccc(Cl)cc1C1=Nc2ccccc2N=C(c2ccccc2)C1
  107.0	0.2
CCc1nnc2c3ccccc3nc(Nc3ccc(F)cc3C)n12
  107.0	0.6
CCc1ccc(NC(=O)CN(C)S(=O)(=O)c2cc(Br)cnc2N)cc1
  104.0	0.5
CC(C)N(C(=O)Cn1c(=O)n(-c2ccc(F)cc2)c(=O)c2oc3ccccc3c21)C(C)C
  98.0	-1.1
CCc1ccccc1N(CC(=O)N1CCc2ccccc2C1)S(C)(=O)=O
  106.0	1.5
O=C(/C=C/c1c(Cl)nc2sccn12)Nc1ccc(F)cc1
  99.0	0
COc1ccc2cc3cc(C(=O)NC4CCCC(C)C4C)oc3nc2c1 (stereo not given)
  106.0	1.9
Nc1nonc1C(=O)N1CCCCC1
  98.0	-0.6
CCc1ccc(-n2nc(CO)c(C(=O)NCCOC)n2)cc1
  113.0	0.9
CC(C)(C)c1ccccc1NC(=O)c1ccc2c(c1)SC1=NS(=O)(=O)CCN12
  101.0	-0.2
Cc1nonc1NC(=O)Nc1cccnc1
  103.0	-0.1
Cc1cccc(N2C(=O)c3ccc(C(=O)Nc4c[nH]c(=O)[nH]c4=O)cc3C2=O)c1C
  109.0	0.6
NC(=O)CSc1nc2[nH]ncc2c(=O)[nH]1
  104.0	0.5
Cc1cn(C2C=CC(CO)O2)c(=O)[nH]c1=O (stereo not given)
  106.0	1.3
CCCNC(=O)Nc1cc(C)ccn1
  100.0	-0.8
CCOC(=O)c1ccc(NC(=O)c2ccc(-c3ccc(F)cc3)o2)cc1
  102.0	0.7
Cc1cc(C(=O)OC(C)C(=O)N2CCc3ccccc32)c2ccccc2n1 (stereo not given)
  101.0	-0.5
COc1ccc(C=C2C(=O)NC(=S)NC2=O)cc1
  104.0&100.0	0&-0.4
O=C(Nc1ccncc1)c1cnc2sccn2c1=O
  102.0	0.8
CCC(C)[C@H](N)c1nnc(SCc2ccc(Cl)c(Cl)c2)o1 (stereo not given in full)
  97.0	-2.1
CN(CCc1ccccn1)C(=S)NCc1ccccc1
  100.0	0
CN1C(=O)C2(C(C#N)=C(N)Oc3cc(O)ccc32)c2ccccc21 (stereo not given)
  103.0	0.4
CC(C)Sc1nc2sc3c(c2c(=O)n1Cc1ccccc1)CCCC3
  103.0	0.1
O=C(NCc1ccc2c(c1)OCO2)c1ccc2c(c1)N(Cc1ccccc1F)C(=O)c1ccccc1S2
  109.0	0.6
Cc1ccc(CC(=O)NCC(c2ccco2)N(C)C)cc1C (stereo not given)
  110.0	1.2
CCOc1ccccc1C(=O)NCC(c1ccc(N(C)C)cc1)N1CCc2ccccc21 (stereo not given)
  108.0	0.3
CCOC(=O)[C@@H]1CSC2C3SC[C@@H](C(=O)OCC)N3CCN21 (stereo not given in full)
  104.0	0.5
CC(=O)O[C@@H]1CC2C(C)(C)C(=O)C=C[C@]2(C)C2CC[C@@]3(C)[C@H](c4ccoc4)OC(=O)[C@H]4O[C@]43[C@@]21C (stereo not given in full)
  102.0	0.3
CN(C)S(=O)(=O)c1cccc(COC(=O)C2=COCCO2)c1
  102.0	0
O=C(CSc1nccn1Cc1ccco1)Nc1cccc(F)c1
  105.0	0.4
CCn1nnc2cc(C(=O)Nc3ccc(S(=O)(=O)C(F)F)cc3)ccc21
  113.0	1.5
COc1ccc(-c2nnc(SCC(=O)Nc3cc(OC)ccc3OC)nc2-c2ccc(OC)cc2)cc1
  106.0	-0.1
Cc1ccc(CC2C(=O)N(c3cccc(C(F)(F)F)c3)C(=O)C2C)cc1 (stereo not given)
  104.0	0.8
CCOc1ccc(CCNS(=O)(=O)c2ccc3c(c2)CCN3C(=O)C2CC2)cc1OCC
  102.0	0
Cc1sc2ncnc(Sc3nnc(-c4cccs4)n3CC3CCCO3)c2c1C (stereo not given)
  99.0	-0.4

# (further entries)
# Values run as follows: PV pol inh	PV pol inh FP z-score
CCCN(S(=O)(=O)c1ccccc1F)S(=O)(=O)c1ccccc1Br
  100.0	-0.2
O=C(CC12CC3CC(CC(Br)(C3)C1)C2)NC1CCCC1
  101.0	-0.1
O=S(=O)(c1ccccc1)N1CCN(CC2CC=CCC2)CC1 (stereo not given)
  99.0	-0.2
COc1ccc(CCCc2nnc(SCC(=O)Nc3ccc(C)cc3)o2)cc1C
  103.0	-0.4
Cn1ncc2c(Nc3cccc(F)c3)ncnc21
  101.0	-1
COc1ccc(CNCCCSc2nnnn2C)c(OC)c1
  105.0	-0.3
Cn1cccc1/C=C1\SC(=S)NC1=O
  111.0	3.1
Cc1nn(CCCC(=O)Nc2ccccc2C(F)(F)F)c(=O)c2c1sc1ccccc12
  114.0	0.4
NS(=O)(=O)c1ccc(NC(=O)c2cc(-c3cccs3)nc3ccccc23)cc1
  103.0	-0.7
O=C(Nc1ccc(S(=O)(=O)N2CCCCC2)cc1)C(F)(F)F
  100.0	-0.5
O=S(=O)(NCC(c1ccco1)N1CCOCC1)c1ccc(F)cc1 (stereo not given)
  103.0	-0.9
Cc1cccc(C)c1NC(=O)NC1(C(=O)N2CCCCC2)CCCCC1
  103.0	0.4
Cc1oc(C(C)(C)C)cc1C(=O)Nc1cccc(C(=O)O)c1
  104.0	0.7
NC(=O)COC(=O)/C=C/c1cccs1
  100.0	-0.7
O=C(Cn1cnc2ccc(Cl)cc2c1=O)c1ccc[nH]1
  110.0	0.9
OCC1(CO)COC2(CCCCC2)N1
  98.0	-0.3
CN(Cc1ccco1)C(=O)c1ccc2c(c1)N(Cc1ccccc1F)C(=O)c1ccccc1S2
  102.0	-0.7
COc1ccc(C=NC23CC4CC(CC(C4)C2)C3)cc1
  105.0	0.3
O=C(Nc1cc(-c2nc3cc(Cl)ccc3o2)ccc1Cl)c1cccs1
  106.0	0.2
O=C(OCN1C(=O)c2ccccc2C1=O)c1ccc2c(c1)OCCO2
  101.0	-0.1
N#Cc1c(-c2ccc(Cl)cc2Cl)c(C#N)c(=O)n(N)c1N
  98.0	-0.1
CCCCn1c2ccc(F)cc2c2nnc(NN)nc21
  99.0	-0.4
O=C(COc1ccccc1)NCCc1nc2ccccc2n1Cc1ccccc1
  101.0	-0.8
CCOC(=O)c1cccc(Nc2cc(-c3ccccc3)ncn2)c1
  102.0	-1
C=CCN(CC=C)C(=O)C1CCC(C(=O)N(CC=C)CC=C)CC1 (stereo not given)
  97.0	-2
CC(C)(C)OC(=O)N1CCC(c2c(C(=O)NCCN3CCCC3)cnn2-c2ccc(Cl)cc2)CC1
  109.0	0.2
O=C1CCCc2nc(N3CCN(c4ccccc4)CC3)ncc21
  104.0	0.7
CCn1c(=O)c2cc(C(=O)NCCc3cc(OC)ccc3OC)sc2c2ccccc21
  100.0	-0.3
CCCN1C(=O)/C(=c2\sc3nc(-c4ccccc4)nn3c2=O)c2ccccc21
  102.0	0.1
Cc1cccc(OCC(=O)Nc2cccc(-c3nc4ncccc4o3)c2)c1
  99.0	-0.2
CC(=O)N(C)Cc1nc2ccccc2[nH]1
  103.0	0.5
CC1(N(O)C=C2C=CC(=O)C=C2)CCCCC1=O (stereo not given)
  101.0	0.2
CCNC(=O)CSc1ccc2ccccc2c1
  102.0	-0.1
CC(C)CN=CC1=C(O)c2ccccc2C1=O
  102.0	0.3
CCOC(=O)C1=C(Nc2ccc(Cl)cc2)OCC1=O
  102.0	-0.1
Cc1cc(C)nc(NC(=O)COC(=O)/C=C/c2cccs2)n1
  102.0	0.1
CCC(C)Sc1oc(-c2ccco2)nc1S(=O)(=O)c1ccc(C)cc1 (stereo not given)
  114.0	2.7
O=c1cc(-c2ccccc2)nc2cc(-c3ccc(F)cc3)[nH]n12
  101.0	-0.4
COc1ccccc1CNC(=O)c1ccc2nc(N3CCCCC3)sc2c1
  107.0	0
O=C(CSc1n[nH]c(Cc2ccccc2)n1)NC1CCCCC1
  98.0	-1.5
Cc1cc(C)c(C(=O)CC(N2CCOCC2)C(F)(F)F)c(=O)[nH]1 (stereo not given)
  105.0	1.6
COc1ccc(C(=O)NC(Nc2cc(C)on2)(C(F)(F)F)C(F)(F)F)cc1
  100.0	-0.1
CC(C)C(=O)NCc1cccnc1
  99.0	-0.9
CCOC(=O)CC(=O)Nc1c(NC)c2ccccc2oc1=O
  102.0	0.3
O=c1c2sccc2nc(SCc2cc(=O)n3cc(Br)ccc3n2)n1C1CC1
  100.0	-1
O=C(Cc1coc2ccc3ccccc3c12)NCc1ccco1
  102.0	0.2
O=C(Nc1nccs1)c1cccc(NS(=O)(=O)c2ccccc2)c1
  99.0	-1.3
CCOC(=O)c1cc(-c2ccc(OC)c(S(=O)(=O)NCCN3CCCCCC3)c2)on1
  100.0	-0.5
O=C(CSC1=NC(=O)C(c2ccccc2)C(=O)N1)Nc1nncs1 (stereo not given)
  100.0	-0.3
CCN(C(=O)C1CCC(CNS(=O)(=O)c2cccc3nsnc23)CC1)c1ccc(C)c(C)c1 (stereo not given)
  108.0	1
CCn1cc(C2=NOC(C(=O)NC3CCCC3)C2)c(C)n1 (stereo not given)
  101.0	0.1
N#CC(C#N)=Cc1cn(Cc2ccccc2)c2ccccc12
  101.0	0
COc1ccc(-n2c(SCc3nc(-c4ccc(C)cc4)no3)nnc2-c2ccncc2)cc1
  110.0	1
CC(=O)NS(=O)(=O)c1ccc(NC(=O)c2ccco2)cc1
  99.0	-0.3
Cc1ccc(SCc2[nH]nc3c2C(c2ccoc2)C(C#N)=C(N)O3)cc1 (stereo not given)
  103.0	0.4
CCC1CCC(C(=O)NC(C(=O)NCCN(CC(C)C)CC(C)C)C(C)C)CC1 (stereo not given)
  107.0	0.5
COC(=O)c1cc(COC(=O)c2ccc(OC(F)(F)F)cc2)oc1C
  103.0	0
CCC(=O)Nc1c(C(=O)N(CCN(C)C)Cc2ccco2)oc2ccccc12
  100.0	-0.4
Cc1ccc(-c2cn3nc(N4CCCC(C(=O)Nc5cc(C)cc(C)c5)C4)sc3n2)cc1 (stereo not given)
  100.0	-0.7
CCN1CCN(C(=O)c2ccc(S(=O)(=O)Nc3ccc(OC)cc3)cc2)CC1
  91.0	-1.8
Cc1cc(C)c2c(NCc3ccc(N4CCCCC4)cc3)n[nH]c2n1
  101.0	-0.1
Cc1cc(NC(=O)C2CCCCC2C(=O)O)no1 (stereo not given)
  101.0	-0.3
